Compound activity from PubChem.
HepG2 tox: qHTS for Inhibitors of TGF-b: Cytotox Counterscreen; AID 588856, 2011; HepG2 CAGA-GFP viability, ATP luminescence, 18 h; Potency, µM (series often up to 46.1 µM), for inactives: top-dose activity change, negative = cytotoxicity, usual class: cytotoxic; 410,000 tested, 0.76% active; also: potency is read from the fitted curve at half-maximal effect; some results filed as inactive show a strong effect at the top dose
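CellTiter-Glo luminescence gave cytotoxicity after 18 hours at 37 degrees C. The cells were HepG2 CAGA-GFP in 1% FBS DMEM, stimulated with 500 pg/mL TGF-beta after compound addition. %Activity was normalised to no-cell wells (complete cell-killing) and DMSO (no toxicity), and curves were fitted and classified.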
Nrf2 ARE act: qHTS of Nrf2 Activators; AID 624171, 2012; 410,000 tested, 0.31% active; Potency, µM (titrated, usually from 46.1 µM), for the others: at the top dose activation, hits mostly activators; AREc32 ARE-luciferase reporter (MCF7-derived line), luminescence, 24 h; also: potency is read from the fitted curve at half-maximal effect; % of control where 0% means no effect; nearly all actives have a fitted effect of over 65% in size
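ARE activation measured as luciferase luminescence (Steady-Glo, 30 min RT) in AREc32_Fluc cells after 24 hr compound exposure at 37 deg C, 5% CO2; cells seeded overnight at 1000/well in OPTI-MEM, 5% FBS.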
Nrf2 inh: Nrf2 qHTS screen for inhibitors; A549 ARE-Fluc reporter, luciferase luminescence, 18-24 h; 360,000 tested, 2.1% active; Potency, µM (highest dose often 46 µM), for the others: top-dose activity change, negative = inhibition, actives largely listed as inhibitors; AID 504444, 2011; also: potency is read from the fitted curve at half-maximal effect; % is scaled to controls: 0 for no effect and ±100 for the full control effect; nearly all actives have a fitted effect of over 60% in size
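Nrf2 activity is the BugLite luminescence, read 15 min after reagent at room temperature, following CellTiter-Fluor cytotoxicity readout (30 min, 37C). Compound titrations were applied for 18-24 h to 5000 A549 ARE_Fluc cells/well in 5% FBS OPTI-MEM.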
A549 viability: Nrf2 qHTS screen for inhibitors: counterscreen for cytotoxicity; 390,000 tested, 0.16% active; AID 504648, 2011; Potency, µM (series often up to 46 µM), inactives show at the top dose activity change, negative = cytotoxicity, hits mostly inhibitors; A549 ARE-Fluc cells, CellTiter-Fluor viability, 18-24 h; also: potency is read from the fitted curve at half-maximal effect; % is scaled to controls: 0 for no effect and ±100 for the full control effect
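A549 ARE_Fluc cells in 5% FBS OPTI-MEM were exposed to compounds in concentration-response for 18-24 h at 37 deg C. Viability was read by CellTiter-Fluor fluorescence (Ex 405/Em 525) after 30 min, before the luciferase read.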
Akt phos inh: HTS Assay for Inhibitors of Akt Phophorylation: Primary Screen; Neuro2A IGF-stimulated pAkt S473 HTRF, 20 min; hits give low values; activity change, % for hits at 50 µM; 360,000 tested, 0.32% active; in the data active = activity change below about -80%; inconclusive = mostly about -51% to -80%; also: % is scaled to controls: 0 for no effect and ±100 for the full control effect
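Neuro2A cells in DMEM with 0.5% FBS, overnight at 37 deg C, given compound at single 50 µM final, then IGF (6 nM final) for 20 min at 37 deg C. Lysed; phospho-Akt Ser473 by HTRF after 24 h, 665/615 ratio.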
ATXN viability: Viability Counterscreen for Primary qHTS for Inhibitors of ATXN expression; S2 cells (HEK-293 line with an ATXN2-luciferase reporter) viability, CellTiter-Fluor protease fluorescence, 24 h; Potency, µM (series often up to 56.7 µM), usual class: cytotoxic; 400,000 tested, 0.49% active; AID 651635, 2014; also: potency is read from the fitted curve at half-maximal effect; nearly all actives have a fitted effect of over 40% in size
Mm-Cpn inhibitor: Inhibitors of TCP-1 ring complex (TRiC) of Methanococcus maripaludis (MmCpn): qHTS; AID 504842, 2011; purified Mm-Cpn ATPase, ADP Transcreener TR-FRET; 330,000 tested, 0.031% active; Chaperonin Mm-Cpn (Methanococcus maripaludis); Potency, µM (titrated, usually from 76.9 µM), for the others: top-dose activity, negative = inhibition, hits mostly inhibitors; also: potency is read from the fitted curve at half-maximal effect; % is scaled to controls: 0 for no effect and ±100 for the full control effect; nearly all actives have a fitted effect of over 80% in size
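Purified archaeal Mm-CPN (25nM final) preincubated 10 min at 37degC with compound, then 10uM ATP for 30 min at 37degC; ADP measured by HTRF Transcreener TR-FRET; buffer 30 mM TRIS pH 7.4, 100mM KCl, 5mM MgCl2, 1mM DTT.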
TGFb SMAD3 inh: qHTS for Inhibitors of TGF-b | HepG2 CAGA-GFP TGF-b/SMAD3 reporter, GFP fluorescence, 18 h; TGF-beta stimulated, 500 pg/mL final | Potency, µM (series often up to 46.1 µM), for inactives: at the top dose activity, negative = inhibition, usual class: inhibitors | 410,000 tested, 1.2% active | AID 588855, 2011; also: potency is read from the fitted curve at half-maximal effect; % is scaled to controls: 0 for no effect and ±100 for the full control effect; nearly all actives have a fitted effect of over 65% in size
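First, reporter cells (HEPG2 CAGA-GFP) rested 2 h at 37 degrees C. Next, compounds were pinned in and TGF-beta added to 500 pg/mL final. After 18 h, GFP was imaged per cell and summed per well.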
CCT chaperon mod: High-Throughput Screening for Modulators of Cytosolic Chaperonin Activity; purified chaperonin ATPase assay, HTRF ADP detection, 30 min; activity change, % (no concentration beside the values), hits read low; 360,000 tested, 0.3% active; in the data active = activity change below about -30%; also: % is scaled to controls: 0 for no effect and ±100 for the full control effect
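TRiC at 40 or 20 nM final (batch-dependent) in 30 mM Tris pH 7.4, 100 mM KCl, 5 mM MgCl2, 1 mM DTT, with compound at single 76 uM and 10 uM ATP, 30 min at 37 deg C. ADP detected by HTRF Transcreener, 665/615 ratio.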
* = called active by the depositor; i = inactive; ? = inconclusive; nt = not tested or not shown; & = joins results of further samples; [ ] = dose if it differs, or a comment. Unless noted, calls follow the shape of the dose curve; as a rule, active = well fitted curve in the direction sought with a large enough effect; inconclusive = small, poorly fitted or top-dose-only effect, or another doubt; inactive = no such curve, though single readings can be large; an effect the other way counts as inactive or inconclusive. Compounds were not picked by outcome (roughly 4.4% active in at least one column).

SMILES	HepG2 tox	Nrf2 ARE act	Nrf2 inh	A549 viability	Akt phos inh	ATXN viability	Mm-Cpn inhibitor	TGFb SMAD3 inh	CCT chaperon mod
Cc1ccnc(NS(=O)(=O)c2ccc(NC(=O)C3CC3)cc2)n1	11%	-0.2%	2%	3%	i	i	1%	-20%	-0.5
Cc1cc(N2CCN(C)CC2)nc2ccc(NC(=O)c3ccccc3F)cc12	-27%&-23%	2.3%&5.3%	30%	-3%&-6%	i	i	1%	-2%&7%	0.2
Cc1ccc(S(=O)(=O)N2CCN=C2SCc2ccc(Cl)c(Cl)c2)cc1	-14%	-0.3%[9.22 µM]	-10%	-1%	i	i	4%	?	-2.3
Cc1cccc(C(=O)n2nc(-c3ccco3)nc2NCc2ccccc2)c1	-16%	-1.0%	19%	-1%	nt	?	nt	2%	nt
COc1ccccc1CC(=O)NCC1CCCO1 (stereo unspecified)	1%	-0.5%	7%	-3%	i	i	nt	5%	-2.0
COc1ccc(-c2nc3c4ccccc4n(CC(=O)Nc4cc(F)ccc4F)c(=O)n3n2)cc1	-16%	5.9%	nt	2%	nt	i	nt	-18%	nt
COc1ccc(CNCCSc2nnnn2C)cc1OC	0%	-0.3%	nt	-3%	i	i	-7%	-6%	-2.0
CCOC(=O)CSc1nc(-c2ccc3c(c2)OCO3)ccc1C#N	7%	0.6%	?	-5%	i	i	-24%	23%	0.1
CCOC(=O)CN1C(=O)S/C(=C/c2cc(C)n(C)c2C)C1=O	-21%	0.8%	12%	-17%	i	i	nt	0%	-3.3
Cc1ccc(N2CC(c3nnc(Cc4ccc(Cl)cc4)o3)CC2=O)cc1 (stereo unspecified)	-15%	4.6%	11%	?	nt	i	nt	-13%	nt
COc1cc(/C=C(\C#N)C(=O)Nc2ccccc2)ccc1OCCN1CCOCC1	-16%	7.9%	?	11%	i	i	2%	-7%	-1.4
Cc1nn(-c2ccccn2)c2c1C(=O)C(Br)CC2 (stereo unspecified)	-3%	15%	?	-1%	i	?	0%	-13%	-0.4
CC(=O)Nc1ccc(S(=O)(=O)N2CCCCC2C(=O)O)cc1 (stereo unspecified)	1%	-0.8%	?	15%	i	i	1%	7%	0.0
Cc1nnc2c3ccccc3nc(N3CCN(c4ccccc4)CC3)n12	-8%	4.8%	4%	-10%	nt	i	nt	-18%	nt
COc1cc2cnc(-c3ccccc3)c(-c3cc(OC)c(OC)c(OC)c3)c2cc1OC	4%	-0.9%	-27%	0%	i	i	1%	-7%	-3.4
Nn1c(SCC(=O)N2CCc3ccccc3C2)nnc1-c1cccs1	3%	1.0%	1%	-5%	i	i	2%	21%	-3.4
N[C@@H](Cc1ccccc1)c1nnc(SCc2ccccc2F)o1	2%	0.2%	2%	?	i	?	-6%	0%	0.3
FCCCOc1ccc(/C=N/OCc2ccc(Cl)cc2Cl)cc1	-23%	-0.5%	-6%	0%	i	i	0%	-20%	-1.2
CCOC(=O)c1c(NC(=O)CC2Sc3ccc(C(F)(F)F)cc3NC2=O)sc(C)c1C (stereo unspecified)	-11%	-0.3%	8%	-1%	i	i	1%	4%	-0.2
COc1cc(O)c(C(CC(=O)N2CCCC(C)C2)c2ccc3c(c2)OCO3)c(OC)c1 (stereo unspecified)	5%&-9%	4.8%	21%&2%	-8%&-7%	i	i	0%	-1%&-1%	0.1
Cc1cccc(C(=O)Nc2nnc(Cc3ccccc3)s2)c1	4%	-0.4%	4%	0%	i	i	-2%	-20%	-3.5
CC(NS(=O)(=O)c1ccc(Br)cc1)C(=O)NCC1CCCO1 (stereo unspecified)	7%	-0.9%	11%	2%	i	i	3%	6%	0.9
CC(=O)N1CCN(Cc2nc3cc(NC(=O)c4ccccc4C)ccc3n2C)CC1	6%	0.1%	-3%	-4%	i	i	-2%	-4%	0.0
O=c1[nH]cn[nH]1	0%	0.4%	5%	0%	i	i	nt	2%	-0.1
CCOC(=O)C1CCCN(c2c(Nc3ccc(C)c(C)c3)c(=O)c2=O)C1 (stereo unspecified)	-30%	-0.5%	1%	1%	i	i	0%	-17%	-1.9
Cc1nnsc1-c1c(C(=O)O)c(C)nn1-c1ccc(OC(F)(F)F)cc1	12%	3.8%	-12%	1%	i	i	0%	12%	-3.6
Cc1cccc(C(=O)Nc2ccccc2C(=O)OCc2c(C)noc2C)c1	4%	-0.7%	?	3%	i	i	-1%	5%	-0.8
CCCn1cc(S(=O)(=O)c2ccc(C)cc2)c(=O)c2cc(OC)ccc21	-4%	-0.4%	-18%	22%	i	?	1%	-1%	2.7
C/C(N)=C(/C#N)C(=O)COC(=O)c1ccc(OCC2CCCO2)cc1 (stereo unspecified)	-5%	0.2%	0%	-3%	i	i	?	5%	0.6
Cc1ccc(S(=O)(=O)N2C[C@@H]3[C@H]4CC[C@H](C4)[C@@H]3[C@@H](C)[C@@H]2c2ccn([Si](C(C)C)(C(C)C)C(C)C)c2)cc1	-15%	1.2%	10%	8%	i	i	4%	-4%	0.6
COc1ccc(C(=O)NNC(=O)CSc2nnnn2-c2cc(OC)cc(OC)c2)cc1	-13%	-0.1%	-8%	1%	i	i	0%	-12%	-3.1
CCC(C)c1ccc(N(C(=O)c2ccco2)C(C(=O)NC2CCCC2)c2cccnc2)cc1 (stereo unspecified)	-3%	9.3%	-5%	-15%	i	?	2%	?	-1.4
Cc1cc(C)c(NC(=O)c2ccccc2N(C)S(C)(=O)=O)c(C)c1	1%	-0.2%	-3%	1%	i	i	0%	1%	2.3
CCOC(=O)c1ccc(NS(=O)(=O)c2ccc3c(c2)OCCO3)cc1	-19%	4.5%	?	6%	nt	i	nt	?	nt
COc1cc(S(=O)(=O)Nc2ccc(C)cc2)ccc1N=Cc1c(C)[nH]n(-c2ccc(C)cc2)c1=O	-10%	-0.6%	-6%	-14%	i	i	-1%	20%	-0.5
Cc1ccc(-c2cc(C(=O)N3CCOCC3)no2)cc1	-4%	-1.7%	?	1%	i	i	1%	8%	-1.7
CCN1C(=O)c2cccc3c(S(=O)(=O)NCCc4c[nH]c5ccccc45)ccc1c23	-23%	-0.6%	-20%	-6%	i	i	1%	9%	0.7
CCc1cc2c(CN3CCN(C)CC3)cc(=O)oc2cc1O	-2%	0.2%	14%	?	i	nt	-6%	-3%	-0.3
CC(CC(=O)Nc1ccc2c(c1)c(=O)n(C)n2Cc1cccc(C(F)(F)F)c1)C(F)(F)F (stereo unspecified)	0%	0.3%[9.22 µM]	nt	nt	i	i	nt	6%	-0.8
COc1cc(/C=N/N2C(=O)C3C4c5ccccc5C(c5ccccc54)C3C2=O)ccc1O (stereo unspecified)	-20%	4.0%	?	-12%	i	i	-8%	2%	0.2
COc1ccccc1NC(=O)Cn1ccn(-c2cccc3ccccc23)c(=O)c1=O	-21%	0.8%	2%	-11%	i	i	-1%	-3%	4.9
O=C(NC1CC(=O)N(c2ccc(Cl)cc2)C1)N1CCN(C(=O)c2ccco2)CC1 (stereo unspecified)	4%	0.1%	-3%	1%	i	i	0%	-14%	-1.4
CCOc1ccc(-n2cc(-c3ccccc3)c3c(N4CCC(C)CC4)ncnc32)cc1	-21%	0.6%	nt	16%	nt	nt	nt	-3%	nt
C#CCSc1nc(Cc2ccc(Cl)cc2)nc2ccccc12	-5%	0.1%	-18%	-10%	i	i	-2%	19%	-1.8
O=C(O)c1csc(-c2ccccc2)n1	0%	0.3%	-6%	1%	i	i	-7%	-5%	-0.8
Cc1ccc(S(=O)(=O)NC2(C(F)(F)F)NC(=O)N(c3ccccc3F)C2=O)cc1 (stereo unspecified)	-32%	-0.2%	0%	-3%	i	i	-2%	-24%	-3.2
CC1(C(=O)Nc2ccccc2)CCN1C(=O)Cc1ccc(-c2ccccc2)cc1 (stereo unspecified)	-1%	0.9%	nt	nt	i	i	nt	1%	0.2
COc1cc(OC)cc(C(=O)Nc2ncc3c(n2)CC(C)(C)CC3=O)c1	24%	2.4%	11%	3%	i	i	-1%	?	-2.0
Cc1ccc(Cn2c(CNS(=O)(=O)c3ccc(C(C)(C)C)cc3)nc3cccnc32)cc1	-42%	6.8%	nt	-3%	nt	nt	nt	?	nt
COC(=O)COc1cc(C)cc2oc(=O)c(CC(=O)OC)c(C)c12	19%	-0.6%	26%	1%	i	i	-7%	0%	1.3
COc1ccc(NC(=O)C(NC(=O)Cc2cccs2)c2ccc(C)cc2)cc1 (stereo unspecified)	4%	-0.9%	-4%	2%	i	i	-3%	-15%	-1.0
CC(C)(C)n1nnnc1C(c1ccc(F)cc1)N1CCN(Cc2ccc3c(c2)OCO3)CC1 (stereo unspecified)	-17%	0.1%	-8%	-13%	i	i	2%	-1%	-2.6
